# High-throughput results as filed in PubChem.
# NOD2 RIPK2 PPI = NOD2-RIPK2 binding disruptors in cells, primary screen, fluorescence, CHO cells, BLA complementation; AID 624267, 2012; inhibition, % at 4.98 µM; 360,000 tested, 0.38% active; Receptor-interacting serine/threonine-protein kinase 2 (Homo sapiens), O43353; CCF4 ratio; in the data active means inhibition above about 21%;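 further: 0% = vehicle only and 100% = reference blocker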
# ABHD5-PLIN5 inh = ABHD5-PLIN5 interaction inhibitors, primary screen, cell lysate, split luciferase complementation, luminescence | Perilipin-5 (Homo sapiens) + 1-acylglycerol-3-phosphate O-acyltransferase ABHD5 (Homo … | Split G. princeps luciferase complementation, 4 h | inhibition, % at 4 µM | 360,000 tested, 0.78% active;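 active means inhibition above the mean inhibition across every tested compound plus 3 SD, cut at about 22% in these data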;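 further: 0% = DMSO only wells and the 100% control is not disclosed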
# TWEAK-Fn14 inh = inhibitors of TWEAK-Fn14 signaling, primary screen, luciferase reporter cells, uHTS | TWEAK-stimulated Fn14 reporter cells, luciferase luminescence, 8 h | inhibition, % at 10 µM | 360,000 tested, 2% active | AID 1159606, 2016; in the data active means inhibition above about 50%
# LRH-1 inv ag = LRH-1 (NR5A2) inverse agonists, primary screen, cell-based, luminescence, HEK293T, StAR-luciferase reporter | 360,000 tested, 0.13% active | LRH-1 transfected, 24 h | Nuclear receptor subfamily 5 group A member 2 (Homo sapiens), O00482 | inhibition, % at 3.6 µM;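 active means inhibition above the mean inhibition of all tested compounds plus 3 SD, cut at about 73% in these data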;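 further: 0% = DMSO wells and 100% = reporter-only cells lacking LRH-1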
# TROY signal inh = inhibitors of TROY-driven NF-kB signaling, primary screen, Q293 LMP1-TROYcd cells, NF-kB luciferase, uHTS; Q293 LMP1-TROYcd NF-kB luciferase reporter, 4 h; inhibition, % at 10 µM; 360,000 tested, 0.98% active; AID 1347056, 2019;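 active means compounds whose plate-normalised and pattern-corrected inhibition of the luciferase reporter signal at the single screening dose is 50% or more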
# NCOA2 inhibitor = inhibition of GAL4-SRC2 driven luciferase reporter, primary screen, SRC2 inhibitor project, cell-based, luminescence; Nuclear receptor coactivator 2 (Homo sapiens), Q15596; HEK293 GAL4-SRC2 luciferase reporter; inhibition, % at 9 µM; 370,000 tested, 0.17% active;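 active means inhibition above the mean inhibition of all tested compounds plus 3 SD, set per campaign, cut at about 52% in these data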;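 further: 0% = DMSO treated cells and 100% = cells given Gossypol at 36 µM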
# Exocytosis inh = LAMP-1 surface exposure blockers, TALL-104 cells – cell-based, flow cytometry, MLPCN library, primary screen; TALL-104 LAMP-1 surface exposure; cells stimulated with thapsigargin and PMA; inhibition, % at 10 µM; 360,000 tested, 0.66% active;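 active means inhibition above about 55%, limit read from the data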
# NR2F2 inh = NR2F2 transcriptional activity inhibitors, primary screen, cell-based, luciferase reporter, HEK293T, luminescence; AID 686940, 2013; COUP transcription factor 2 (Homo sapiens), P24468; 370,000 tested, 0.7% active; inhibition, % at 8.6 µM; HEK293T NGFI-A luciferase reporter;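 active means inhibition above a per-plate cutoff, mean inhibition of test wells between control levels plus 3 SD, cut at about 38% in these data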;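 further: cells cotransfected with COUP-TFII expression vector driving the NGFI-A reporter; 0% = median of COUP-TF2 test wells and 100% = reporter-only cells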
# NCOA1 inh = SRC1 coactivator transcriptional activity inhibitors, primary screen, cell-based, luminescence | HEK293 GAL4-SRC1 luciferase reporter | inhibition, % at 3.6 µM | Nuclear receptor coactivator 1 (Homo sapiens), Q15788 | AID 588354, 2011 | 360,000 tested, 0.12% active;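 active means inhibition above the campaign mean plus 3 SD, with each screening campaign given its own cutoff, cut at about 60% in these data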;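 further: 0% = DMSO treated cells and 100% = gossypol at 36 µM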
# Target sequence (Q15788 whole entry, looked up, the tested form may be a part): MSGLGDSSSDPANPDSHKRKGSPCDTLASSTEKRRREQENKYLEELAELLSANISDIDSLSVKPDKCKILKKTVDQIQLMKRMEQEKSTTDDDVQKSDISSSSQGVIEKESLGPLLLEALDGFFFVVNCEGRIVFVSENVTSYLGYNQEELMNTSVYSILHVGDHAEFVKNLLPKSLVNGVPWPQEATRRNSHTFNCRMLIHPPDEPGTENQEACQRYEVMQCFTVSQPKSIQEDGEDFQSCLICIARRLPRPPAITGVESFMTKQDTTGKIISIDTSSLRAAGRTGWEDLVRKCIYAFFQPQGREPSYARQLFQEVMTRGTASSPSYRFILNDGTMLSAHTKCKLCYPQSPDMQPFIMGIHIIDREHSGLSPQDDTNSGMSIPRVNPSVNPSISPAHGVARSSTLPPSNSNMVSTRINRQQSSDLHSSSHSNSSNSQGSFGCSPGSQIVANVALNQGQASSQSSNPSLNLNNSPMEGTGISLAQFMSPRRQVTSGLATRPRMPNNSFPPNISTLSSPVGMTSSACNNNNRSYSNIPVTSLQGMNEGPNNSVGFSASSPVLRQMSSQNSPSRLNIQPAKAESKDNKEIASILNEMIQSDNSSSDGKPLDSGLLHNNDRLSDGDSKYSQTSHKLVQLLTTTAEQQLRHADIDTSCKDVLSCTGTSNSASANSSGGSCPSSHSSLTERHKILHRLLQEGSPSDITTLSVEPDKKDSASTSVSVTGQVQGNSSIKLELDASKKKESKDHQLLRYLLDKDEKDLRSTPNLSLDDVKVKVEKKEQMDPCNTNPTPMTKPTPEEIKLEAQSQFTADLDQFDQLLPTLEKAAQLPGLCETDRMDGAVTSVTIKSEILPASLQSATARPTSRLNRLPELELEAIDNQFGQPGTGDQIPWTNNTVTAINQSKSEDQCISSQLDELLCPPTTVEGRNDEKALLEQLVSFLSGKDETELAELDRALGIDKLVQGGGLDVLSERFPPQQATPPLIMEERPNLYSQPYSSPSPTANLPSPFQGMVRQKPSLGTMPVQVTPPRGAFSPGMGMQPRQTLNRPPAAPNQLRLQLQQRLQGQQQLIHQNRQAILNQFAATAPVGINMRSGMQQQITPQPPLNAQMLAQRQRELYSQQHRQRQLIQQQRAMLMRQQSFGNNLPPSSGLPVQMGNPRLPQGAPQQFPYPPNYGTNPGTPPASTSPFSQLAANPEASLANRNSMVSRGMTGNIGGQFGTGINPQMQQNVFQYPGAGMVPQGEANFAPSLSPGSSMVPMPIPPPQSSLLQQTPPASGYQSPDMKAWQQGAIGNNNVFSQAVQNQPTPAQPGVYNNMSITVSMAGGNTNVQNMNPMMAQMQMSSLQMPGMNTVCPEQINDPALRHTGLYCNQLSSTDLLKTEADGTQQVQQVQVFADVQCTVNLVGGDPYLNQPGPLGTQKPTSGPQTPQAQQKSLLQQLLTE
# NCOA3 inh = SRC3 coactivator transcriptional activity inhibitors, primary screen, cell-based, luminescence | Nuclear receptor coactivator 3 (Homo sapiens), Q9Y6Q9 | HEK293 GAL4-SRC3 luciferase reporter | inhibition, % at 3.6 µM | 360,000 tested, 0.17% active;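 active means inhibition above a per-campaign cutoff, the mean of all compounds plus 3 SD, cut at about 60% in these data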;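 further: 0% = DMSO-treated cells and 100% = gossypol-treated cells at 36 µM; higher means less SRC3-driven luciferase light from the GAL4 reporter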
# TLR9-MyD88 block = inhibitors of TLR9-MyD88 association in cells, primary screen, cell-based, CHO, BLA complementation, fluorescence; Toll-like receptor 9 (Homo sapiens) + Myeloid differentiation primary response protein …; CCF4 FRET ratio; inhibition, % at 4.98 µM; 340,000 tested, 0.21% active; AID 504734, 2011;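 active means inhibition above the mean over all tested compounds plus 3 SD, cut at about 21% in these data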;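 further: 0% = DMSO only wells and 100% = clavulanate BLA inhibitor control wells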
# * hit, by the source's call; x = no result given. A portion of the library. The share of hits here may be higher or lower than overall.
SMILES,NOD2 RIPK2 PPI,ABHD5-PLIN5 inh,TWEAK-Fn14 inh,LRH-1 inv ag,TROY signal inh,NCOA2 inhibitor,Exocytosis inh,NR2F2 inh,NCOA1 inh,NCOA3 inh,TLR9-MyD88 block
C=CCN(C(=O)CCS(=O)(=O)c1cccc2nsnc12)c1ccccc1,-2.7,-4.4,0.3,10.5,4.5,-4.1,11.3,2.7,-9.9,1.7,-2.8
COc1ccc(Cn2c(=O)[nH]c3cc(C(=O)Nc4ccc(N5CCN(C)CC5)cc4)ccc32)cc1,0.4,6.1,8.1,-10.2,7.3,-39.7,0.1,-5.5,5.4,10.4,4.0
CCOC(=O)N1CCC(NC(=O)CCC(=O)N2CCOc3ccc(Cl)cc32)CC1,-10.8,-1.9,22.1,13.1,-7.0,12.0,-1.9,-6.3,1.5,22.8,-3.1
C[C@H](CO)N1C[C@H](C)[C@@H](CN(C)Cc2ccc(Oc3ccccc3)cc2)Oc2cc(Br)ccc2S1(=O)=O,-8.0,-5.1,-5.7,5.9,5.9,9.8,24.5,3.6,1.7,-8.0,-8.8
OCCN(CC#CCC(O)(c1ccccc1)C1CCCC1)CCO (stereo unspecified),-10.8,8.0,-7.1,10.4,-22.2,9.2,17.4,-5.1,2.4,14.5,-13.0
COc1ccc(CCNC(=O)C(=O)NCc2ccccc2C)cc1OC,-11.7,1.4,3.4,-2.2,4.3,7.9,-3.4,0.8,2.7,17.4,-13.4
CCc1sc(C(=O)NNC(=O)CNC(=O)c2ccccc2F)cc1C,-15.9,6.3,-10.5,11.4,37.5,0.7,-6.8,-13.1,-3.6,8.6,2.3
COc1ccc(Cl)cc1C(=O)O/N=C(\N)c1ccc(Cl)cc1,0.6,-3.0,-31.8,-1.6,-37.0,-10.2,-4.9,-8.2,11.8,1.7,1.5
COc1cc(/C=N/n2nnnc2N)ccc1OCC#N,-2.8,-1.7,-36.4,17.2,0.3,-43.4,-3.0,-3.0,-8.2,-2.2,7.8
COc1c(C(CC(C)C)OC(C)=O)ccc2c1C(=O)OCc1cc(C)cc(O)c1O2 (stereo unspecified),6.8,0.3,27.5,11.8,31.8,11.5,3.0,49.4*,12.4,15.9,11.9
O=C(c1cc2nc(-c3ccco3)cc(C(F)(F)F)n2n1)N1CCN(c2ccc(F)cc2)CC1,0.0,5.5,5.0,6.4,0.9,-1.0,-0.1,21.4,8.1,-3.6,5.8
COc1ccc(N2CC(C(=O)NCc3n[nH]c(=O)c4ccccc34)CC2=O)cc1 (stereo unspecified),-5.8,4.8,-9.5,22.4,-1.5,-36.8,-1.2,7.1,-0.4,-14.9,-2.5
Cc1ccc(NC(=S)NCC(C)C)cc1,5.0,5.0,-12.2,-22.3,-57.4,-27.6,-2.0,-18.8,-46.7,-12.4,6.5
Cn1c(CNc2ccc(Cl)cc2)nnc1SCc1ccccc1,6.5,-5.7,-12.0,2.1,-2.5,24.4,2.9,8.8,7.6,4.3,4.3
CSCCC(NC(=O)C1CCC(C)CC1)C(=O)OCC(=O)c1ccc(Cl)cc1 (stereo unspecified),-1.8,9.2,12.3,9.8,7.5,8.2,-2.6,-6.0,20.7,14.5,3.0
COc1ccc(CCNC(=O)CCC(=O)N2CCN(S(=O)(=O)c3ccccc3)CC2)cc1OC,3.2,-6.4,4.4,2.7,1.6,-3.6,-4.8,-17.6,-19.2,-10.3,2.3
CN1CCC(N(C)C(=O)/C(C#N)=C/c2ccc(OC(F)F)cc2)CC1,-3.9,1.6,-5.0,15.6,11.4,4.0,8.1,18.8,-13.0,7.9,2.5
Cc1ccc(S(=O)(=O)N2CCC(=O)N(C(COCc3cccc(C)c3)C(C)C)CC2)cc1 (stereo unspecified),3.2,0.1,-11.2,-12.9,-16.7,-22.2,-14.9,-17.6,3.5,-22.2,-12.8
Cn1cc(Br)c(-c2cccc(NC(=O)CCCC(=O)O)c2)n1,-0.9,2.0,10.5,-6.9,-2.2,11.5,-3.5,6.7,-19.5,9.4,-10.6
CC(C)CC(=O)NC(=S)Nc1cc(C(=O)O)ccc1Cl,-8.0,-2.2,-14.6,-13.1,-20.8,-1.0,-0.8,-4.0,5.2,4.1,-14.5
COc1ccccc1NC(=O)N1CCCC1C(=O)NCc1ccc(F)cc1 (stereo unspecified),-9.8,2.9,-0.5,5.7,6.9,-43.1,0.9,-4.5,-8.2,10.5,3.5
Cc1cc(C(=O)COC(=O)c2n[nH]c(=O)c3ccccc23)c(C)n1C,8.0,-7.2,26.6,-80.0,-9.2,-11.5,2.6,-13.1,-26.9,-40.1,-3.4
Cc1ccc(N(CC(=O)NCc2ccco2)C(=O)CCC(=O)Nc2nccs2)cc1,0.1,3.0,-3.1,6.5,-5.1,-1.5,2.6,9.8,-0.4,12.7,1.7
CCCCNC(=O)c1nc(C2CCNCC2)oc1-c1cccc(C(F)(F)F)c1,-2.2,1.8,x,6.7,x,2.4,8.7,3.4,x,x,x
CC(=O)N(C)c1nc(-c2ccc(Cl)cc2)cs1,-4.6,4.1,-11.4,-21.3,-50.8,-29.6,-5.1,-7.2,-63.2,-56.2,-6.5
SMILES,NOD2 RIPK2 PPI,ABHD5-PLIN5 inh,TWEAK-Fn14 inh,LRH-1 inv ag,TROY signal inh,NCOA2 inhibitor,Exocytosis inh,NR2F2 inh,NCOA1 inh,NCOA3 inh,TLR9-MyD88 block
CCCCNC(=O)C1=C(N)C(C(=O)Nc2ccc(C)c(S(=O)(=O)N3CCCCC3)c2)SC1=Nc1ccc(C)cc1C (stereo unspecified),4.6,24.2*,-23.2,-6.2,23.6,14.3,-1.2,5.6,7.5,-0.2,7.3
O=C(c1ccc(Cl)cc1)c1ccc(CN2C(=O)c3ccccc3C2=O)o1,-2.2,0.9,2.7,-13.1,0.8,26.1,8.2,-19.5,-14.6,2.8,-2.5
COc1ccccc1C(=O)NCCc1nc2ccccc2n1C,-7.8,6.8,-7.6,-11.7,-30.5,-11.3,-0.8,-3.5,-1.9,7.6,-3.8
COC(=O)c1sc2ccccc2c1NC(=O)c1ccc(S(=O)(=O)N2CCC(C)CC2)cc1,-8.0,2.9,7.0,6.7,-13.7,-19.8,-1.2,-6.9,16.6,12.2,3.3
Cc1ccc(Cc2c(-c3ccc(C#N)cc3)nc3ccc(Br)cn23)cc1,-2.6,-2.6,-29.4,-26.9,-50.3,-20.8,-8.4,-3.8,-13.4,-21.9,-5.0
CCOCCCNC(=O)c1oc2ccc(S(=O)(=O)N3CCOCC3)cc2c1C,-2.2,-2.4,14.9,-9.3,-2.6,18.6,-10.9,13.1,-9.2,7.1,-7.5
CCN(CC)C(C(=O)Nc1ccc2c(c1)OCO2)c1ccccc1 (stereo unspecified),-24.6,-0.4,3.8,-4.2,-27.1,18.2,-3.1,5.7,-17.4,9.0,8.5
Cc1ccc(-c2nc3cc(Cl)ccc3o2)cc1,4.8,-5.8,30.4,-113.5,-20.4,-42.3,-3.2,-51.4,-135.3,-87.3,12.0
O=C(CCCCCCCC(=O)c1ccccc1)c1ccccc1,-7.0,0.1,2.8,7.6,-21.9,-3.2,-4.8,-20.3,-11.0,-1.3,4.5
Cc1cc(C(=O)NCc2ccccc2Br)no1,4.0,4.5,-1.6,-38.8,-44.7,-22.0,0.8,1.7,-15.4,-0.3,-6.5
O=C(/C=C/c1ccccc1)c1ccc2c(c1)OCO2,-8.5,29.6*,-10.6,-54.1,-20.7,-63.2,-4.0,-21.4,3.6,-20.7,5.7
Cc1nc(SCC(=O)NCC2CCCO2)c2c3c(sc2n1)CCC3 (stereo unspecified),5.4,-2.8,14.6,2.8,-0.4,23.1,-3.1,0.9,-6.2,-4.5,-1.9
CCN1C(=O)[C@H]2[C@@H](c3ccc(Cl)cc3)N3C(=O)CN(CC4CC4)C(=O)[C@@]3(C)[C@H]2C1=O,-5.3,5.2,10.4,3.0,-21.6,6.4,-2.8,5.2,-2.4,-3.0,1.3
COc1ccccc1N1CCN(S(=O)(=O)CCNC(=O)C2CC(=O)N(c3ccccc3)C2)CC1 (stereo unspecified),-4.8,2.0,21.6,11.0,-1.0,2.5,-1.4,-4.8,8.8,1.5,5.8
COc1ccc(C(=O)NC(=S)NCc2ccccc2)cc1OC,7.6,-1.5,9.9,11.0,-10.1,-9.6,-3.6,-3.3,-34.4,3.5,7.0
COc1ccc(CN2CCNC(=O)C2CC(=O)NCc2cnn(C)c2)cc1OC (stereo unspecified),-6.7,4.8,8.8,11.4,1.3,-51.2,-0.3,5.8,1.4,4.4,-7.9
Cc1ccccc1NC(=O)COC(=O)c1ccc2c(c1)OCCO2,-3.5,-5.1,8.2,7.6,-40.5,-35.6,19.8,-2.2,-3.1,6.8,-1.6
CC(C)C(C)NC(=O)COc1ccc(-c2ccccc2)cc1 (stereo unspecified),3.7,-5.6,-17.7,-24.7,-33.6,-20.1,-0.1,20.5,-18.2,-17.0,-5.9
COc1cc(C)ccc1OCCOCCN(C)Cc1ccccc1,0.2,3.0,5.0,16.3,9.1,15.2,0.8,-3.2,12.3,6.5,-3.5
Cc1ccc(NC(=O)N2C(=O)C3(OCCO3)c3ccccc32)cc1,-7.2,-0.4,-29.7,-84.7,-45.2,-57.5,18.1,-30.0,-83.2,-59.9,0.2
Cc1c(OCC(=O)N2CCC(C(N)=O)CC2)ccc2c3c(c(=O)oc12)CCCC3,-4.6,-2.0,-13.3,-10.7,-25.8,-7.1,-2.8,-2.0,-9.1,21.4,-6.5
O=C(O)c1ccc(N2C(=O)/C(=C\c3ccccc3)N=C2c2ccccc2)cc1,2.0,-1.0,-2.8,-19.9,11.8,-18.5,0.2,-3.0,-5.6,14.9,-6.1
COCCn1c(SCC(=O)Nc2cc(C)on2)nc2ccccc21,2.1,2.7,-16.6,8.9,-3.9,-5.1,0.6,0.8,-7.2,8.3,-13.7
CN(C)S(=O)(=O)c1ccc(C(=O)NNC(=O)C23CC4CC(CC(C4)C2)C3)cc1,-3.5,-9.1,9.1,-14.1,-2.1,-0.4,-0.2,11.2,-6.1,7.0,3.0
Clc1ccc(SCc2cc(-c3ccccc3)no2)cc1,-15.4,-6.0,-20.4,-18.7,-12.3,9.2,-0.5,-14.6,-23.9,14.2,8.1
